Assay outcomes from PubChem BioAssay.
Vif-APOBEC3G blk – blocks the Vif interaction with human APOBEC3G | Potency, µM (top dose mostly 46.1 µM), for inactives: top-dose activity, negative = active, hits mostly inhibitors | HeLa A3G-eYFP + Vif (tagged APOBEC3G with the HIV-1 protein that degrades it), YFP fluorescence, overnight | actives 0.076% (n = 410,000) | Q9HC16;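 note: potency is the fitted concentration of half-maximal effect; % is set by controls: 0 for no effect and ±100 for the full control effect; nearly all actives have a fitted effect of over 60% in size; hits raise eYFP signal because A3G escapes Vif-driven loss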
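Read-out is eYFP fluorescence (Ex 488/Em 500-530) from Vif-expressing HeLa A3G-eYFP cells; more signal means A3G escaped Vif-mediated degradation. Cells plated overnight, compound pinned in, incubated overnight at 37 deg C.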
Glioma ERSR ind – inducers of ER stress response in human glioma cells; U87-MG GRP78 promoter luciferase reporter, 16 h; Potency, µM, for inactives: at the top dose activation, usual class: activators; actives 0.02% (n = 420,000); AID 602332; note: potency is the fitted concentration of half-maximal effect; series mostly up to about 76 µM; % of control where 0% means no effect; nearly all actives have a fitted effect of over 35% in size
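Stably transfected U87-MG glioma cells carrying a GRP78-based luciferase sensor; 16 h compound incubation. Luminescence end-point read 10 min after Bright-Glo addition at room temperature.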
Vif-APOBEC3F blk – blocks the Vif interaction with APOBEC3F; HeLa A3F-eYFP + Vif (tagged APOBEC3F with the HIV-1 protein that degrades it), YFP fluorescence increase; Potency, µM (top dose mostly 46.1 µM), inactives show top-dose activity, negative = active; actives 0.2% (n = 390,000); AID 602313; note: potency is the fitted concentration of half-maximal effect; % of control where 0% means no effect; nearly all actives have a fitted effect of over 65% in size
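Fluorescence increase (Ex 488/Em 500-530) after overnight compound treatment at 37 deg C flags inhibition of Vif-driven A3F-eYFP loss in stable HeLa A3F-eYFP/Vif cells seeded overnight beforehand.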
TrxR1 substrate – is turned over as a substrate by rat TrxR1 | actives 0.01% (n = 390,000) | AID 588456 | purified TrxR1 substrate turnover, NADPH consumption readout | Potency, µM (highest dose often 114 µM), for the others: at the highest dose activity change, negative = substrate turnover | O89049; note: potency is the fitted concentration of half-maximal effect; % is set by controls: 0 for no effect and ±100 for the full control effect; nearly all actives have a fitted effect of over 50% in size
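Rat TrxR1, dispensed at 90 nM, was prereduced with 400 uM NADPH (final) for 5 min at ~22 deg C, then incubated with compound 15 min before 400 uM selenite. A first-read NADPH fluorescence drop versus no-compound background flagged substrates.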
IDH1 R132H inh – human IDH1 R132H inhibition; AID 602179; Potency, µM (titrated, usually from 76.6 µM), without a hit: at the top dose activity change, negative = inhibition, hits mostly inhibitors; IDH1-R132H enzyme, NADPH consumption, diaphorase/resazurin fluorescence; O75874; actives 0.093% (n = 390,000); note: potency is the fitted concentration of half-maximal effect; % is set by controls: 0 for no effect and ±100 for the full control effect; nearly all actives have a fitted effect of over 65% in size
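IDH1-R132H (0.5 ug/mL) preincubated 30 min with compound, then NADPH (0.016 mM) and alpha-KG (2 mM) added; 80 min at RT, pH 7.5. Remaining NADPH coupled via diaphorase/resazurin to fluorescence (540/590 nm); concentration-response curves normalized to no-enzyme control.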
rTrxR1 inhibitor – rat TrxR1 inhibition. O89049. recombinant rTrxR1, NADPH fluorescence consumption, selenite substrate. Potency, µM (doses to about 114 µM), for the others: at the highest dose activity change, negative = inhibition, most hits filed as inhibitors. actives 1% (n = 390,000); note: potency is the fitted concentration of half-maximal effect; % is set by controls: 0 for no effect and ±100 for the full control effect; nearly all actives have a fitted effect of over 65% in size
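Rat TrxR1 (90 nM in the dispensed reagent) was pre-reduced with 400 uM NADPH for 5 min at room temperature, then incubated with compound for 15 min. After 400 uM selenite was added, NADPH fluorescence (Ex 340/Em 450 nm) was followed for 8 min.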
LDHA block – blocks human lactate dehydrogenase A; activity change, % (values are at about 110 or 230 µM); actives 0.15% (n = 480,000); AID 1347041; P00338; purified LDHA, NADH/diaphorase-resazurin fluorescence; stronger effect = lower value; in the data active = activity change below about -30%; inconclusive = mostly about -25% to -30%;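 note: plate controls were DMSO wells for no effect and wells without enzyme for full effect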
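Human LDH5 at 2 nM final in Tris HCl pH 7.4 with 0.06 mM NADH and 0.2 mM pyruvate, reacted 5 minutes at room temperature. Remaining NADH coupled via diaphorase/resazurin; resorufin fluorescence read at 0 and 20 minutes, normalized to enzyme-free and DMSO wells.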
RGS4 inhibitor – inhibitors of human regulator of G protein signaling 4; P49798; Transcreener GDP fluorescence polarization, RGS4-accelerated GTP hydrolysis; Potency, µM (titrated, usually from 114 µM), for inactives: at the top dose activity change, negative = inhibition, hits mostly inhibitors; actives 0.039% (n = 390,000); note: potency is the fitted concentration of half-maximal effect; % is set by controls: 0 for no effect and ±100 for the full control effect; nearly all actives have a fitted effect of over 75% in size; some results filed as inactive show a strong effect at the top dose
Target sequence (P49798 whole entry, looked up): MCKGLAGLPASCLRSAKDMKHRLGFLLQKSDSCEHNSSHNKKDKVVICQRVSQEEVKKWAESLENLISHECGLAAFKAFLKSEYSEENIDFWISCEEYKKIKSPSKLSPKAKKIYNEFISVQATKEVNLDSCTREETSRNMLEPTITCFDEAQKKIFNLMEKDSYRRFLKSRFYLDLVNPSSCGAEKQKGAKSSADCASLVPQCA
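MLSMR compounds (23 nl, pin-transferred) preincubated 10 min at room temperature with a 500nM (2x) first reagent, then RGS4 at 900nM (2x) plus Transcreener GDP mix added; fluorescence polarization (620/688 nm) read before and after 90 min at 30 °C.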
USP1-UAF1 inh – blocks the human USP1/UAF1 deubiquitinase complex. O94782. actives 0.23% (n = 390,000). recombinant USP1/UAF1, Ub-Rhodamine cleavage fluorescence. AID 743255. Potency, µM (doses to about 57.1 µM), inactives show at the top dose activity change, negative = inhibition, hits mostly inhibitors; note: potency is the fitted concentration of half-maximal effect; % is set by controls: 0 for no effect and ±100 for the full control effect; nearly all actives have a fitted effect of over 60% in size; inactives centre near -12
Target sequence (O94782 whole entry, looked up): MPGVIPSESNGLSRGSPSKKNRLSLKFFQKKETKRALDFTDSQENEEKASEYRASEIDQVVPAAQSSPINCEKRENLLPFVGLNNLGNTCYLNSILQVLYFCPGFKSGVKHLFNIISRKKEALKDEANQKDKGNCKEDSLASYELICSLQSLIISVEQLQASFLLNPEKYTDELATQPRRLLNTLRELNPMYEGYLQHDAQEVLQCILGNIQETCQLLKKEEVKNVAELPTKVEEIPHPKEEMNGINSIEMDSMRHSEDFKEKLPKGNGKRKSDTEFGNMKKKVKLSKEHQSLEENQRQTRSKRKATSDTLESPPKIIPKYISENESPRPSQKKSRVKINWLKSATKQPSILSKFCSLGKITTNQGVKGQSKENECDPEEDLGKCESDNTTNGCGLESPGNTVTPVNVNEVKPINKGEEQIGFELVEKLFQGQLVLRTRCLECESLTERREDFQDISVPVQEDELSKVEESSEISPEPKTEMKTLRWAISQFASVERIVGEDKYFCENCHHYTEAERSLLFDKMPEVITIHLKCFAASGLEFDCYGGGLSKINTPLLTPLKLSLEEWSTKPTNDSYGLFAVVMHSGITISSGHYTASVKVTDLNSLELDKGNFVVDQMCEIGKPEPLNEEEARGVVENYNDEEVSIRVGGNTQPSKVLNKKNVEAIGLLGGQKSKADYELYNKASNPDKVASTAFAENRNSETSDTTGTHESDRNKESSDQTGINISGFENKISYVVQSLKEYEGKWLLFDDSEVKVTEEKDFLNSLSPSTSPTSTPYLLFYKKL
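High-throughput fluorogenic screen: 1nM USP1/UAF1 complex, Ub-Rho substrate 150nM final, 50mM HEPES pH 7.8 with 0.5mM EDTA, 0.1 mg/ml BSA, 1mM TCEP and 0.01% Tween-20.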
Numbers without * were called inactive; u = inconclusive; & = joins results of further samples; [ ] = another dose, or the depositor's remark. Unless noted, calls come from the whole dose curve; as a rule, active = well fitted curve in the direction sought with a large enough effect; inconclusive = small, poorly fitted or top-dose-only effect, or another doubt; inactive = no such curve, though single readings can be large; an effect the other way counts as inactive or inconclusive. An excerpt; the hit share may differ from the screen's.

SMILES | Vif-APOBEC3G blk | Glioma ERSR ind | Vif-APOBEC3F blk | TrxR1 substrate | IDH1 R132H inh | rTrxR1 inhibitor | LDHA block | RGS4 inhibitor | USP1-UAF1 inh
COc1ccc(N2CCN(C(=O)c3nc(-c4ccc(Cl)cc4)n4c3CCCCC4)CC2)cc1 | 0.8% | -2.4% | 2.0% | -5.7% | 23.6% | 1.0% | 0.8 | 0.0% | -16.3%
COc1ccc(N2C(=O)CC(N3CCC(O)(c4ccc(Br)cc4)CC3)C2=O)cc1 (stereo unspecified) | 1.5% | -6.0% | 5.7% | 9.7%[57.1 µM] | 0.5% | 1.9%[57.1 µM] | -4.7 | 21.3% | -2.7%
Cc1ccc2sc(NC(=O)c3cccc(N4C(=O)CCC4=O)c3)nc2c1C | -1.1% | 0.2% | -20.1% | 29.2% | 9.6% | 2.9% | -13.9 | -36.5% | -21.5%
Cc1ccc(-c2nc(CSc3nc4ccccc4c(=O)n3CCO)cs2)cc1 | -10.7% | 3.3% | 3.0% | -16.0% | 4.0% | -12.6% | 0.9 | 3.6% | -7.0%
CC(=O)Nc1cc(C(=O)OC(C(=O)c2ccccc2)c2ccccc2)ccc1C (stereo unspecified) | -4.4% | -2.2% | -6.9% | -7.1% | -0.7% | 12.8% | 2.0 | -25.6% | -2.8%
CCC(c1nnnn1Cc1ccco1)N(Cc1ccccc1OC)Cc1cc2cc(C)ccc2[nH]c1=O (stereo unspecified) | 1.6% | -2.2% | 3.6% | -5.1% | -5.1% | u | -3.0 | u | -7.4%
CCOc1cccc(C(=O)Nc2nc3c(s2)CC(C(C)(C)C)CC3)c1 (stereo unspecified) | 3.4% | -0.9% | 5.7% | 4.7% | -3.3% | 16.4% | -0.8 | 0.1% | -0.9%
O=C(NCc1cccs1)C1CCCN(c2ncccn2)C1 (stereo unspecified) | 1.3% | -7.6% | 3.9% | 11.2% | 0.2% | 11.1% | -1.0 | 10.1% | -1.6%
Cc1ccc(Cl)cc1N1CCN(C(=O)Cn2cnc3onc(-c4ccc(F)cc4)c3c2=O)CC1 | -3.4% | -2.9% | 2.4% | -11.5% | -6.7% | 7.6% | -2.7 | 0.0% | -25.7%
CCSc1ccccc1C(=O)NCCCn1ccnc1 | 0.5% | -3.9% | -1.5% | 2.5%[57.1 µM] | 3.6% | 26.9%[57.1 µM] | -7.1 | -24.1% | -11.5%
COc1ccccc1-n1c(CNC(=O)c2ccco2)nnc1SCC(=O)Nc1cc(C)ccc1C | 3.5% | -2.1% | 2.9% | 4.5%[57.1 µM] | 4.9% | 0.4% | 0.0 | -7.9%[11.4 µM] | -1.8%
CCCCCN(C(=O)CCC(=O)OCCOc1ccccc1)c1c(N)n(CCCC)c(=O)[nH]c1=O | -4.9% | -3.4% | 0.0% | 0.5% | 2.3% | 4.2% | -6.9 | 29.1% | -18.4%
Cc1ccc(S(=O)(=O)NCC(=O)NCC2CCCCC2)cc1C | 0.6% | 0.4% | -3.4% | 2.9%[0.457 µM] | 3.6% | 15.9% | -2.6 | -8.7% | -14.2%
Cc1cccc(NC(=O)Nc2cccc(C)n2)n1 | -0.2% | 4.1% | -13.3% | -11.1% | 3.1% | -3.7% | -11.9 | 12.8% | 3.6%
CC(=O)Nc1ccc(NC(=S)NC(=O)C2CCCC2)cc1 | -7.1% | 0.0% | -1.8% | 1.1% | 12.0% | u | -1.4 | -49.5% | -6.4%
CC1(C)CC2CC(C)(CN2C(=O)COC(=O)c2cccc([N+](=O)[O-])c2)C1 (stereo unspecified) | 0.0% | -7.0% | -2.3% | 5.3%[11.4 µM] | 7.5% | 0.3%[11.4 µM] | -2.5 | -15.0% | -8.7%
CC(NC(=O)c1cccc(S(=O)(=O)N2CCN(Cc3ccccc3)CC2)c1)c1ccc(Cl)cc1 (stereo unspecified) | -1.2% | -1.5% | -5.1% | -1.1% | 8.9% | 19.2% | -7.6 | 4.6% | -9.6%
Cc1ccnc(NC(=O)c2cccc(NC(=O)CC3SC(N4CCCCC4)=NC3=O)c2)c1 (stereo unspecified) | -7.2% | -1.1% | 2.6% | -4.1% | -8.6% | 16.7% | -0.1 | 16.7% | -8.2%
COCCCn1c(SCC(=O)NC2CCCCC2)nc2ccccc2c1=O | 1.6% | 5.6% | 0.1% | 2.5%[57.1 µM] | 21.9% | 5.9%[57.1 µM] | -17.0 | 32.4% | -13.0%
CN(C)CCN(C(=O)c1ccc(S(=O)(=O)N(C)c2ccccc2)cc1)c1nc2cc3c(cc2s1)OCO3 | -0.2% | -6.7% | 0.5% | -7.6% | -1.7% | 16.4% | 0.9 | -21.2% | -14.9%
O=C(CSc1ccc(-c2ccco2)nn1)Nc1ccc(F)cc1 | 0.1% | -1.2% | -4.8% | 8.1% | 5.7% | 31.6µM* | -2.5 | u | -20.4%
Cc1ccc(-c2cc(C(=O)Nc3cc(C)on3)c3ccccc3n2)c(C)c1 | -4.9% | -2.6% | -10.0% | 0.0% | 1.1% | 21.6% | 0.6&5.1 | -3.0% | -22.0%
O=C(CCNC(=O)c1ccccc1Cl)NCCc1ccc(Cl)cc1 | 1.5% | -0.5% | 2.9% | 6.6% | -4.9% | 23.9% | -2.1 | 4.0% | -20.9%
CC(Oc1ccccc1)C(=O)N=C1SC2CS(=O)(=O)CC2N1Cc1ccc(F)cc1 (stereo unspecified) | 2.6% | -3.2% | 2.5% | 0.3% | 16.0% | 18.5% | 0.6 | -7.7% | u
Cc1c(F)cccc1NS(=O)(=O)c1ccc2c(c1)c(=O)n(C)c(=O)n2C | -9.8% | -0.8% | -12.6% | 5.3%[57.1 µM] | -7.6% | 11.4%[57.1 µM] | -0.6 | -10.6% | -6.1%
Next part:
SMILES | Vif-APOBEC3G blk | Glioma ERSR ind | Vif-APOBEC3F blk | TrxR1 substrate | IDH1 R132H inh | rTrxR1 inhibitor | LDHA block | RGS4 inhibitor | USP1-UAF1 inh
CCOC(=O)C1CCCN(S(=O)(=O)c2ccc3c(c2)CC(C)N3C(=O)C2CC2)C1 (stereo unspecified) | -22.2% | -2.6% | -8.9% | -2.3% | 0.0% | 19.4% | -2.4 | 5.4% | -16.8%
Cc1ccccc1C(=O)Nc1ccccc1-c1nnn(CC(=O)Nc2ccc3c(c2)OCCO3)n1 | -12.9% | -1.0% | u | 8.8%[57.1 µM] | -1.6% | 18.9%[57.1 µM] | -18.8 | 35.0% | 0.0%
Cc1cc(C(=O)O)ccc1-c1ccc(/C=C2\NC(=O)N(Cc3ccccc3Cl)C2=O)o1 | 0.2% | -5.5% | 2.4% | -11.2%[57.1 µM] | 9.7% | 0.1%[57.1 µM] | 6.7 | u | -16.1%
CCN(CC)CCCNc1cc(C(F)(F)F)c(C#N)c2nc3ccccc3n12 | 1.6% | 6.5% | 0.2% | 72.8% | 3.2% | 3.5%[57.1 µM] | 11.2 | -8.7% | -13.2%
CCCCNC(=O)Cn1cnc2ccc(S(=O)(=O)N3CCC(C)CC3)cc2c1=O | -2.5% | 0.1% | -1.4% | 1.8%[57.1 µM] | -3.2% | 4.7% | 0.5 | 9.8% | 0.7%
O=C(c1cc(N2C(=O)C3C4CCC(C4)C3C2=O)ccc1Cl)N1CCN(c2ccccc2)CC1 (stereo unspecified) | -2.4% | -3.2% | -4.9% | -8.2% | -0.8% | -3.8% | -4.2 | -21.3% | -20.7%
c1ccc(SCCc2ccncc2)cc1 | -4.2% | 4.5% | 2.7% | 8.2%[57.1 µM] | 4.3% | 18.3%[57.1 µM] | -5.5 | u | -26.6%
O=C(C1CCCN(Cc2cc(Br)ccc2O)C1)N1CCCCC1 (stereo unspecified) | -0.4% | -3.8% | 15.4% | 10.2%[57.1 µM] | 5.1% | 0.3%[57.1 µM] | -5.1 | -40.9% | -11.3%
C(=Cc1c[nH]c2ccccc12)c1ccc2ccccc2n1 | u | -11.0% | 25.1µM* | 4.7% | 5.6% | u | -6.7 | -38.1% | u
CN(CCc1ccccn1)Cc1ccc(Cl)cc1Cl | -0.1% | 1.9% | -1.6% | 8.9% | 3.0% | 5.3% | -15.9 | -5.7% | -9.6%
O=C(NCCN1CCN(c2ccccc2)CC1)Nc1cccc(Cl)c1 | 0.0% | -2.7% | -6.0% | -6.8%[57.1 µM] | 3.0% | 1.2%[57.1 µM] | -4.6 | u | -5.2%
Cc1ccc(CN2CCCn3nc(C(=O)NCc4cc(C)ccc4C)cc3C2=O)cc1 | -0.2% | -6.0% | -11.2% | -5.1%[57.1 µM] | -2.7% | 3.7%[57.1 µM] | -2.4 | -1.0% | -11.4%
CC(NC(=O)OC1CCCCC1)N1C(=O)C2C3C=CC(C3)C2C1=O (stereo unspecified) | 5.1% | 1.2% | -2.3% | -8.3% | 8.6% | -1.4% | -7.4 | -5.2% | -14.4%
COc1ccc2oc(-c3ccncc3)cc(=O)c2c1 | 1.6% | -4.2% | 9.5% | 20.4% | -2.8% | -27.2% | 0.6 | -0.3% | -12.5%
